CHO-K1 Ca antag: counter-screen for M1 antagonists: effect in parental CHO-K1 cells. ATP-induced calcium, Fluo-8 fluorescence. inhibition, % at 3 µM. hit rate 0.6% among 360,000;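 active = inhibition above a per-plate cutoff, the plate's mean sample inhibition plus 3 SD, cut at about 24% in these data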;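 also: 0% = DMSO plus EC80 ATP and 100% = DMSO alone without ATP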
M5 PAM: positive allosteric modulators of human muscarinic M5 receptor; P08912; CHO-K1 hM5, Fluo-8 calcium, ACh EC20 PAM; 0% = ACh EC20, 100% = ACh EC100; activation, % at 3 µM; hit rate 0.3% among 360,000;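 active = activation above the run cutoff, the mean activation of all test compounds plus 3 SD, cut at about 18% in these data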
Target sequence (P08912 whole entry, looked up): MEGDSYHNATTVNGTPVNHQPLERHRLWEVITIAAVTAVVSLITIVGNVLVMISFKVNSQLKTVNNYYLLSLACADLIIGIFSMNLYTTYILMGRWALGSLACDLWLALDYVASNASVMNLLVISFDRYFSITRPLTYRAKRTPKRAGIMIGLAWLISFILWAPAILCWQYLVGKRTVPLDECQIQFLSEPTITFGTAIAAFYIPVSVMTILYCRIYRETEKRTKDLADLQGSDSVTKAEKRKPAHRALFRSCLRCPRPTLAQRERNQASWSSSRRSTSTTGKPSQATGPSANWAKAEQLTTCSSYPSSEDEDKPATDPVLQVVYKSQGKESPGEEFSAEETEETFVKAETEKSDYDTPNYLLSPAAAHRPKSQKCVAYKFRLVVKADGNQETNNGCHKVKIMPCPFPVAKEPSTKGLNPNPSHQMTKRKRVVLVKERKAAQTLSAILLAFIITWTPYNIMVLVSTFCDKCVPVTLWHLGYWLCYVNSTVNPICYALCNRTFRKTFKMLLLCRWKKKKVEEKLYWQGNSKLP
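System – CHO-K1 hM5 cells · Compound – 3 µM, single dose · Incubation – compound preincubation 140 s before EC20 acetylcholine addition · Technique – Fluo-8 calcium fluorescence · Measure – Max/basal fluorescence ratio as % of EC20–EC100 ACh window · Benchmarks – low control EC20 acetylcholine (0%), high control EC100 acetylcholine (100%) · Replication – singlicate, one well per test compound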
M4 PAM: potentiates acetylcholine response at human M4 receptor | P08173 | hit rate 0.4% among 360,000 | CHO-K1 hM4/Gqi5, Fluo-8 calcium fluorescence, ACh EC20; 0% = ACh EC20, 100% = maximal ACh | activation, % at 3 µM | AID 624126;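 active = activation above its plate's cutoff, the mean activation of sample wells plus 3 SD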; also: some results filed as inactive read as strong as hits
Target sequence (P08173 whole entry, looked up): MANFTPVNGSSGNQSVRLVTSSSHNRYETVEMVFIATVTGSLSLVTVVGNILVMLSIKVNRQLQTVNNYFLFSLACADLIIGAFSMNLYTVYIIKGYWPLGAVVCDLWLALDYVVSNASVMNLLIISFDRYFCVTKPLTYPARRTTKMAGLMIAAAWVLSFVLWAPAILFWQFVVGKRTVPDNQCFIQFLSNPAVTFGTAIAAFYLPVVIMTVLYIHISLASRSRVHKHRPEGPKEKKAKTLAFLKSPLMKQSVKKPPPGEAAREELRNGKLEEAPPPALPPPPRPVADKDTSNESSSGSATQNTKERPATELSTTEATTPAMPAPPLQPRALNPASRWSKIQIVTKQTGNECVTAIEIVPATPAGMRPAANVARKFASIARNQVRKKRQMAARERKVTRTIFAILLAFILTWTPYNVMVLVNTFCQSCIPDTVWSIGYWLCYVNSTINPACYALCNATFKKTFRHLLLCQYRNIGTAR
CHO-K1 Ca ag: counter-screen for M1 agonists: effect in parental CHO-K1 cells; Fluo-8 calcium fluorescence; scaled to maximal ATP response, vehicle zero; activation, % at 3 µM; hit rate 0.48% among 360,000; AID 602248; in the data active = activation above about 15%;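 also: untransfected CHO-K1 host cells lacking M1 receptor as counterscreen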
M1 PAM parental: counter-screen for M1 PAMs: effect in parental CHO-K1 cells | activation, % at 3 µM | AID 602247 | hit rate 0.02% among 360,000 | ATP EC20, Fluo-8 calcium fluorescence; 0% at ATP EC20, 100% at ATP max;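 active = activation above the run cutoff, the mean activation of all test compounds plus 3 SD, cut at about 40% in these data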;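 also: peak over basal fluorescence ratio in a 140 s read after ATP addition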
CHRM5 agonist: agonists of human muscarinic M5 receptor (CHRM5). P08912. hit rate 0.19% among 360,000. CHO-K1 hM5 cells, Fluo-8 calcium fluorescence; 0% DMSO wells, 100% maximal acetylcholine response. activation, % at 3 µM;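 active = activation above the run's mean over test compounds plus 3 SD, cut at about 23% in these data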;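 also: signal is peak over basal fluorescence ratio across the kinetic read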
M4 ag: CHRM4 agonism in calcium assay | P08173 | CHO-K1 hM4/Gqi5, Fluo-8 calcium fluorescence; vehicle 0%, full acetylcholine response 100% | activation, % at 3 µM | hit rate 0.14% among 360,000;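 active = activation above the run mean over all test wells plus 3 SD, cut at about 32% in these data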;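 also: peak over basal fluorescence ratio per well then scaled between controls; 0% = DMSO wells and 100% = acetylcholine at EC100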
M4 antag: blocks acetylcholine activation of human M4 receptor; P08173; CHO-hM4 cells, ACh EC80, Fluo-8 calcium fluorescence; inhibition, % at 3 µM; hit rate 0.73% among 360,000;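 active = inhibition above its plate's cutoff, the mean inhibition of sample wells plus 3 SD, cut at about 27% in these data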;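 also: 0% = acetylcholine EC80 with DMSO and 100% = DMSO without agonist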
M5 antag: CHRM5 antagonism in calcium assay; CHO-hM5 cells, Fluo-8 calcium fluorescence, ACh EC80; inhibition, % at 3 µM; hit rate 0.59% among 360,000; AID 624040;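 active = inhibition above a per-plate cutoff, the mean of that plate's test compounds plus 3 SD, cut at about 27% in these data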;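 also: 0% = acetylcholine EC80 with DMSO and 100% = DMSO without agonist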
Active calls of the source: *; . = no result given.

SMILES | CHO-K1 Ca antag | M5 PAM | M4 PAM | CHO-K1 Ca ag | M1 PAM parental | CHRM5 agonist | M4 ag | M4 antag | M5 antag
N/C(=N\OC(=O)CCCc1ccccc1)c1ccc(Br)cc1 | -11 | 1 | 2 | 0.8 | 17 | -2 | 0 | 4 | 12
CC1CCN(C(=O)CSc2nc3[nH]ncc3c(=O)[nH]2)CC1 | -5 | 3 | -5 | 1.2 | 15 | -2 | 0 | 0 | -7
CC(=O)Nc1cccc(Oc2nc(-c3ccccn3)nc3ccccc23)c1 | -6 | 7 | 1 | 2.4 | 3 | 1 | 1 | 3 | 1
C[C@H](NC(=O)COc1ccc(Cl)cc1)C(=O)N1CCC2(CC1)NCCc1[nH]cnc12 | -15 | 10 | -1 | 2.0 | 10 | -2 | 1 | -9 | -7
COc1ccc(-c2noc(C3CCCN(C(=O)c4ccccc4)C3)n2)cc1 (centres undefined) | -9 | -6 | -8 | 5.7 | 6 | 0 | 4 | -3 | 9
O=C(O)c1ccc(SCc2ccccc2)nc1 | -8 | -1 | -2 | 3.6 | 12 | 3 | 10 | 6 | 0
O=C(CSc1ncn(-c2ccccc2)n1)Nc1nccs1 | -2 | -2 | 1 | 0.8 | 17 | 0 | 1 | 4 | 0
Cn1cnc(CCNC(=O)C[C@H]2CC[C@@H]3[C@H](COC[C@H](O)CN3C(=O)C3CCCC3)O2)c1 | . | -4 | 1 | . | . | 0 | 1 | -2 | 12
CCOC(=O)c1c(S(=O)(=O)NCc2ccc(OC)cc2)c(C)n(C)c1C | 3 | 0 | 2 | 5.8 | 16 | -5 | 1 | 5 | 10
Cc1ccc(NC(=O)CN2CCCC2)cc1 | -8 | 1 | -4 | 0.3 | -7 | 1 | 1 | 6 | 0
COc1ccc(N(CC(=O)Nc2cccc(C(C)=O)c2)S(=O)(=O)c2ccc(NC(C)=O)cc2)cc1 | 1 | -17 | -8 | 5.0 | 0 | 1 | 17 | 14 | 6
CC1(C)CC2(CCO1)C(Nc1ccccc1)=NC(=S)N2CC(N)=O (centres undefined) | 6 | 8 | 0 | -0.1 | -5 | 3 | 1 | -15 | -4
Nc1nc(C23CC4CC(CC(C4)C2)C3)cs1 | -23 | 2 | 4 | 2.3 | 21 | 7 | 5 | 5 | 1
Cc1cc2c(cc1S(=O)(=O)NCc1ccc(Cl)cc1)OCC(=O)N2 | 8 | -7 | 0 | 0.9 | 6 | 3 | 1 | -3 | 3
CCCCCCCOc1ccc(C(=O)Nc2cccnc2)cc1 | -8 | 16 | -2 | 0.9 | 5 | 6 | 1 | 10 | -9
COc1ccc2ncc(S(=O)(=O)c3ccccc3)c(N3CCN(c4ccccc4)CC3)c2c1 | -6 | -1 | 1 | 2.3 | 26 | 3 | 1 | -9 | -10
CC(=O)c1ccc(NC(=O)CS(=O)(=O)c2cn(CC(=O)N3CCOCC3)c3ccccc23)cc1 | 1 | -8 | -1 | 0.4 | -2 | -5 | 0 | 1 | 25
CN(C)Cc1nc2ccccc2c(=O)n1Cc1nc(C(C)(C)C)cs1 | 4 | 3 | 1 | -0.7 | -3 | 2 | -2 | 9 | -4
COc1ccc(NS(=O)(=O)c2ccc3nc(COc4ccc5ccccc5c4)[nH]c3c2)cc1 | 12 | -12 | -11 | 0.6 | 4 | 1 | 6 | 12 | 8
C#Cc1ccc([C@@H]2C=C(C(=O)NC3CC3)O[C@H](OCc3ccc(CO)cc3)C2)cc1 | 8 | 10 | -1 | 0.0 | -19 | 0 | 1 | 0 | 0
COc1ccc(Br)cc1CN1CCCCCCC1 | -25 | -11 | -13 | 0.4 | 15 | -7 | 1 | 12 | 10
CSCCC(NC(=O)c1ccc(Cl)cc1)C(=O)OCC(=O)NCc1ccco1 (centres undefined) | -11 | -2 | 6 | -0.9 | -10 | -3 | -1 | -2 | 0
CN(CC(=O)Nc1nc2ccc(F)cc2s1)S(=O)(=O)c1ccc(Cl)cc1 | 7 | -4 | -11 | 5.2 | 10 | 4 | 11 | 7 | 3
COc1cccc(C(Nc2ccccn2)c2c(NC(=O)c3ccco3)sc(C)c2C)c1 (centres undefined) | 2 | -7 | -6 | -0.4 | -3 | -5 | -1 | 5 | 6
CCCCNC(=O)C(=O)NCCCn1ccnc1 | -15 | 3 | -4 | 0.9 | 12 | 1 | 1 | 3 | 7
CCn1cc(C(=O)Nc2ccc(C)c([N+](=O)[O-])c2)cn1 | 12 | 0 | 0 | 0.5 | -11 | 1 | 2 | 6 | -2
COc1ccccc1CN(C)c1nnnn1-c1ccccc1 | -3 | 4 | 4 | 1.2 | -7 | -6 | 0 | -4 | 2
COC(=O)c1sc2cc(C(F)(F)F)cnc2c1-c1cccnc1 | 10 | 3 | 21 | -0.1 | -2 | 1 | 2 | 7 | -8
CCOc1ccc2nc(CN3CCN(Cc4ccsc4)C(CCO)C3)ccc2c1 (centres undefined) | -12 | -1 | -13 | 0.4 | 16 | -5 | 2 | -1 | 0
CCOC(=O)C1CCN(CC(O)COc2ccc(C(C)=O)cc2)CC1 (centres undefined) | -6 | -3 | -6 | 0.4 | 16 | -3 | 1 | 12 | -1
Cc1ccccc1-n1nc(C)c2cc(C(=O)N3CCOCC3)sc21 | -12 | 0 | -2 | 0.1 | -9 | 2 | 2 | 14 | 1
CCOC(=O)c1ccc(NS(=O)(=O)c2cc3c(cc2C)NC(=O)CO3)cc1 | -4 | -6 | -7 | 4.7 | 13 | -2 | 3 | 8 | 11
O=C(Nc1cccc(Cl)c1)Nc1ccccc1-n1ccnc1 | 0 | -3 | -5 | 1.2 | 17 | 3 | 4 | 4 | 9
COc1cc([N+](=O)[O-])cc2sc(NC(=O)c3c(F)cccc3F)nc12 | -10 | 9 | 4 | 2.1 | 19 | -2 | 1 | 2 | 1
O=C(NOCc1ccccc1)c1ccccc1 | -3 | -11 | 0 | -0.3 | -13 | 1 | 2 | 7 | 3
COc1ccc(C(=O)Nn2cnc3scc(-c4cccs4)c3c2=O)c(O)c1 | -2 | 11 | 2 | 0.3 | 12 | -4 | 1 | -20 | -3
COc1cccc2sc(N3CCN(c4nc5ccccc5s4)CC3)nc12 | -11 | 5 | 8 | 0.8 | 22 | -7 | 1 | -8 | -8
Cc1cc(C(=O)OCC(=O)Nc2ccc(S(=O)(=O)N3CCOCC3)cc2)c(C)o1 | -13 | 2 | 2 | 0.7 | 22 | 0 | 1 | 1 | 2
CCC1=NN(C(=O)c2ccccc2O)C(O)(c2ccccc2)C1 (centres undefined) | -4 | -9 | -2 | 1.1 | -10 | -5 | 1 | -2 | 11
O=C(C1CCC1)N1CCc2cc(S(=O)(=O)NC3CCCC3)ccc21 | 1 | 2 | 4 | 0.9 | 8 | 2 | 3 | 15 | 4
CC1(C(=O)NS(=O)(=O)c2cccc(OC(F)F)c2)CCN1C(=O)C1CCCCC1 (centres undefined) | -7 | -2 | 4 | 0.2 | 13 | 1 | 1 | -11 | 10
COc1cc(OC)cc(C(=O)Nc2ccccc2N2CCOCC2)c1 | -16 | 2 | 11 | 0.8 | 21 | -2 | 0 | 3 | -9
CCCCCN(C(=O)CCC(=O)OCC(=O)N(CC)c1ccccc1)c1c(N)n(CCCC)c(=O)[nH]c1=O | 5 | -1 | -1 | 0.1 | 14 | -6 | 1 | 4 | 10
O=C(Nc1nnc(Cc2ccc(Cl)cc2)s1)c1ccncc1 | -13 | 6 | 8 | 1.6 | 17 | 4 | 1 | -6 | -5
CCCN(CCC)CCNC(=O)C1CCCN(S(=O)(=O)c2ccc3c(c2)oc(=O)n3C)C1 (centres undefined) | -8 | -2 | 6 | 0.4 | 15 | -4 | 0 | 3 | 2
CC(C)(C)c1ccc2c(c1)OC(C(=O)N/N=C\c1ccc[nH]1)CO2 (centres undefined) | -11 | -2 | 2 | 4.9 | 3 | -3 | 8 | -10 | 13
CC(CN1CCCC1)OC(=O)c1ccc(Cl)cc1Cl (centres undefined) | -7 | -6 | -5 | 0.2 | 4 | -13 | 2 | -5 | 10
CCC(C)C(NC(=O)OC(C)(C)C)C(=O)NC(C(=O)N1CCCC1C(N)=O)C(C)CC (centres undefined) | -2 | -5 | 4 | 0.4 | 7 | -1 | 1 | -2 | -5
CCOc1ccc(OCC)c(NC(=O)C2CCCN(S(=O)(=O)c3c(C)noc3C)C2)c1 (centres undefined) | -3 | 0 | 0 | 0.0 | 13 | 0 | 0 | 0 | -11
Brc1ccc(C[n+]2ccccc2)cc1 | -9 | -1 | 4 | 1.7 | 14 | -12 | 0 | 4 | 6
The listing continues:
SMILES | CHO-K1 Ca antag | M5 PAM | M4 PAM | CHO-K1 Ca ag | M1 PAM parental | CHRM5 agonist | M4 ag | M4 antag | M5 antag
Cc1c(C(=O)N(C)c2ccc(Cl)cc2)cnn1-c1ccccc1 | -9 | -6 | -4 | 2.6 | 11 | -2 | -1 | 3 | 9
CCCOc1ccc(N2C(=O)CC(N3CCN(C(=O)c4ccco4)CC3)C2=O)cc1 (centres undefined) | -10 | 2 | 15 | 0.3 | 24 | -4 | 1 | -4 | -10
COc1ccc(CCNC(=O)c2ccc3c(c2)OCCO3)cc1 | -8 | 3 | 0 | 0.4 | 11 | 0 | 1 | 0 | 7
O=C(Nc1ccc(F)cc1)C(c1ccccc1)N1CCN(S(=O)(=O)c2ccccc2)CC1 (centres undefined) | -9 | 0 | -6 | 0.8 | 17 | -3 | -2 | -2 | 4
Cc1nn(C2CCS(=O)(=O)C2)c(C)c1CN(C)C(=O)c1ccc(F)cc1 (centres undefined) | 4 | 5 | 3 | 0.0 | -5 | 0 | 0 | -8 | 5
O=C(COC(=O)C1CCN(S(=O)(=O)c2cccs2)CC1)c1cc2ccccc2o1 | -14 | 2 | -10 | 0.3 | 23 | -2 | 6 | -7 | -6
Cc1ccc(C)c(N2N=C(C(=O)Nc3ccc(S(=O)(=O)N4CCCC4)cc3)CCC2=O)c1 | -10 | -6 | -18 | 5.2 | 14 | 14 | 8 | 2 | 9
CC(C)C[C@H](NC(=O)c1[nH]cnc1C(=O)Nc1ccc(Cl)cc1)C(=O)OC(C)(C)C | -13 | 10 | 7 | -0.4 | 16 | 3 | 1 | -14 | -6
O=C(COc1ncnc2sccc12)NC1CCS(=O)(=O)C1 (centres undefined) | -10 | 7 | 14 | 0.5 | 19 | 2 | 0 | 1 | 1
C=CCNc1ncnc2c1ncn2[C@H]1CN(Cc2ccc(-c3ccccc3)cc2)C[C@@H](CO)O1 | 0 | -11 | -5 | 11 | 8 | 5 | 15 | -3 | 17

4 of these compounds, set out differently:
SMILES	CHO-K1 Ca antag	M5 PAM	M4 PAM	CHO-K1 Ca ag	M1 PAM parental	CHRM5 agonist	M4 ag	M4 antag	M5 antag
O=C(COc1ncnc2sccc12)NC1CCS(=O)(=O)C1 (centres undefined)	-10	7	14	0.5	19	2	0	1	1
O=C(Nc1ccc(F)cc1)C(c1ccccc1)N1CCN(S(=O)(=O)c2ccccc2)CC1 (centres undefined)	-9	0	-6	0.8	17	-3	-2	-2	4
C=CCNc1ncnc2c1ncn2[C@H]1CN(Cc2ccc(-c3ccccc3)cc2)C[C@@H](CO)O1	0	-11	-5	11	8	5	15	-3	17
Cc1nn(C2CCS(=O)(=O)C2)c(C)c1CN(C)C(=O)c1ccc(F)cc1 (centres undefined)	4	5	3	0.0	-5	0	0	-8	5

High-throughput results (PubChem)
